# High-throughput results deposited in PubChem BioAssay by Sanford-Burnham Center for Chemical Genomics.
# hIAP inh = human IAP inhibition; P09923; purified IAP, CDP-Star luminescence, 30 min; inhibition, % at 10 µM; 0.12% of 330,000 active;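 active means inhibition reaching a set limit with compound at 10 µM in the primary screen, cut at about 35% in these data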;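 further: plate controls were DMSO wells with enzyme for no effect and no-enzyme buffer wells for full effect; values of inactives mirror those of a sister screen read the other way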
# hIAP activ = increases human intestinal alkaline phosphatase activity; P09923; purified human IAP, CDP-Star luminescence, 30 min; hits give high values; 1 = vehicle-only enzyme, 0 = enzyme-free background; 0.16% of 330,000 active; activation factor at 10 µM;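 active means activation factor of the enzyme at least 2-fold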; further: the source names both 10 and 20 µM as test concentration; values of inactives mirror those of a sister screen read the other way
# tim10-1 inh = growth inhibitors of tim10-1 mutant yeast; AID 463190; S. cerevisiae tim10-1 ts strain growth, BacTiter-Glo, 24 h; inhibition, % at 20 µM; 2.2% of 330,000 active;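 active means inhibition of at least 40%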;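 further: mutant grown at 25 °C; 0% = DMSO wells with yeast and 100% = wells holding no yeast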
# TIM10 inh = growth inhibitors of TIM10 yeast strain; S. cerevisiae TIM10 strain growth, BacTiter-Glo luminescence, 24 h; AID 463195; inhibition, % at 10 µM; 1.4% of 330,000 active;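 active means inhibition of 40% or more at the single tested concentration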;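 further: wild-type TIM10 isogenic control strain grown at permissive 25 °C; 0% = DMSO yeast wells and 100% = minimal medium wells without yeast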
# mIAP inh = blocks mouse intestinal alkaline phosphatase; 0.2% of 330,000 active; inhibition, % at 10 µM; purified mouse IAP, CDP-Star luminescence, 30 min;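 active means inhibition of at least 40% at 10 µM in the primary screen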;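 further: plate controls were DMSO with enzyme for no effect and no enzyme wells for full effect; values of inactives mirror those of a sister screen read the other way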
# mIAP act = mouse IAP activation; muIAP, CDP-Star luminescence, 30 min; hits give high values; 1 = vehicle-only enzyme signal, 0 = enzyme-free wells; activation factor at 10 µM; 0.24% of 330,000 active;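 active means activation factor of at least 2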; further: the source names both 10 and 20 µM as test concentration; values of inactives mirror those of a sister screen read the other way
#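 Assay system: mouse IAP enzyme / Compound: DMSO-dissolved test compounds / Timing: 30 min, room temperature / Measured by: luminescence from enzymatic CDP-Star hydrolysis / Control set: DMSO-only wells, enzyme-free buffer wells as negative control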
# NLRP3 yeast inh = NALP3 inhibition in yeast; AID 2825; 0.39% of 330,000 active; inhibition, % at 10 µM; Yeast reconstituted NLRP3/ASC/caspase-1, beta-gal luminescence, 24 h;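 active means inhibition of 50% or more; inactive means inhibition below 50%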;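 further: plate controls were induced DMSO wells for no effect and uninduced yeast grown without galactose for full effect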
# Apaf-1 inh = blocks human Apaf-1 apoptosome activity; O14727; reconstituted apoptosome caspase-3 activity, DEVD-Rh110 fluorescence; inhibition, % at 20 µM; 0.71% of 330,000 active; AID 489030; active means inhibition of at least 40% at 20 µM;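 further: plate controls were DMSO wells for no effect and DEVD-CHO caspase inhibitor wells for full effect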
# Target sequence (O14727 whole entry, looked up): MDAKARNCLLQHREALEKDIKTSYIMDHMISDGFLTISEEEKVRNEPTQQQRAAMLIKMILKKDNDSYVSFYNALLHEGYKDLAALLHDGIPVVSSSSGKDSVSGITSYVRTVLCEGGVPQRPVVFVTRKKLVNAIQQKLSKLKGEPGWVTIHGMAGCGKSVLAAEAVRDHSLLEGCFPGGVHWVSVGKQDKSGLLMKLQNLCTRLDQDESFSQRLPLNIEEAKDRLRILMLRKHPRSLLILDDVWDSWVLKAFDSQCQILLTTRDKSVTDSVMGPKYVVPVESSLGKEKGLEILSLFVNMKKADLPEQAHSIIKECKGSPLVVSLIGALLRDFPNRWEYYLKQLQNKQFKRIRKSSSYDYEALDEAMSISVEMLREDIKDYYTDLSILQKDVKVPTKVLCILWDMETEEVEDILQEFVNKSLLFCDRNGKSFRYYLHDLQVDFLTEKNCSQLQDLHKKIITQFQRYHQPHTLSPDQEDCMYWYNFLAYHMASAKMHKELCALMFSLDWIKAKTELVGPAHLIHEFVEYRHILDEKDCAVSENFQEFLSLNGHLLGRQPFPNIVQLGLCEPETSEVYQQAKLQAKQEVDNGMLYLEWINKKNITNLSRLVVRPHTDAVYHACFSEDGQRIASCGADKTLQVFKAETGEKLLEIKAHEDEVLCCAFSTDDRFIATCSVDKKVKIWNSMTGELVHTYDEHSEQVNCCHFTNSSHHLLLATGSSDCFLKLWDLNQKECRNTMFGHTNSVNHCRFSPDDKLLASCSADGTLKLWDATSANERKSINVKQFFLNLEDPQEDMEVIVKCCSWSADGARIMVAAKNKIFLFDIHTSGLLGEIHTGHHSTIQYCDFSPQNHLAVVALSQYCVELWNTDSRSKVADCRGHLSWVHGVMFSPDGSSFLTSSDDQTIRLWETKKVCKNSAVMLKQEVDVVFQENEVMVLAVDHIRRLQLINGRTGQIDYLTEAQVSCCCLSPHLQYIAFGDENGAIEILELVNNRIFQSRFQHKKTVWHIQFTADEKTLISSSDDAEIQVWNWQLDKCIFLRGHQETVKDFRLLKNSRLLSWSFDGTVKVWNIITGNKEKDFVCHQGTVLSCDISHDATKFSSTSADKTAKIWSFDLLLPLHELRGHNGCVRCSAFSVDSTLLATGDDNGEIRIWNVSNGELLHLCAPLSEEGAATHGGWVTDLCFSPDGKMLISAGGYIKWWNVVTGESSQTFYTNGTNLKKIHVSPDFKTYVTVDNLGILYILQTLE
#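 Material: reconstituted apoptosome with Apaf-1, cytochrome c, caspase-9, procaspase-3, dATP / Buffer or medium: pH 7.5 Hepes buffer with CHAPS, BSA, DTT / Also added: cytochrome c with DEVD-Rh110 / Schedule: compound with Apaf-1, dATP, procaspase-3 30 min, then 50 min reaction, room temperature / Technique: rhodamine 110 fluorescence at Ex 480/Em 540 nm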
# ATG4B inh = inhibitors of human ATG4B cysteine protease; ATG4B cleavage of LC3-PLA2, NBD-HPC fluorescence, 1 h; inhibition, % at 8.33 µM; 0.51% of 340,000 active; AID 504462; in the data active means inhibition above about 40%
# Numbers without * were called inactive; . = not tested or not shown.
SMILES,hIAP inh,hIAP activ,tim10-1 inh,TIM10 inh,mIAP inh,mIAP act,NLRP3 yeast inh,Apaf-1 inh,ATG4B inh
COc1ccc(-c2nc(SC(CC(=O)NCCN3CCOCC3)c3cccs3)n[nH]2)cc1 (centres undefined),6.1,0.939,15.8,-6.5,-2.1,1.02,-1.5,-2.4,-0.6
CN(c1ccccc1)S(=O)(=O)c1cccc(NC(=O)CSc2nccc(=O)[nH]2)c1,-7.6,1.08,-6.3,-6.4,-1.0,1.01,12.0,-1.7,-23.6
OCCc1c[nH]c2cc(F)ccc12,-6.2,1.06,-6.7,3.1,-3.5,1.03,2.9,15.9,-1.1
COc1cccc(NC(=O)c2cnc(SCC(=O)NCc3ccc4c(c3)OCO4)n(C)c2=O)c1,5.8,0.942,2.9,6.9,11.4,0.886,-3.0,4.9,-9.9
COC/C=C/C1=CC2=CC(=O)C(C)(OC(=O)c3cnc4ccccc4n3)C(=O)C2=CN1C1CCCC1 (centres undefined),8.4,0.916,2.8,-1.4,11.0,0.89,8.7,23.7,.
Cc1cc(=O)c2cc3nc(-c4cccnc4)oc3c(Br)c2o1,21.5,0.785,-8.5,5.4,17.2,0.828,17.4,-0.8,.
O=C(O)CSc1nnc(-c2ccc3c(c2)OCO3)n1-c1ccccc1,-5.7,1.06,2.6,-2.2,-10.1,1.1,8.2,4.2,10.9
C[C@H](N)C(=O)N1CCC(C(=O)N[C@@H](Cc2ccccc2)C(=O)Nc2ccc(F)cc2)CC1,-5.5,1.05,-4.2,6.3,-14.3,1.14,-8.0,-3.4,-26.3
Fc1ccccc1N1CCN(CCCNc2ccc3nncn3n2)CC1,-4.4,1.04,2.1,5.5,-3.2,1.03,-0.3,6.5,3.8
NC(=O)C[N+]1(CC#CC(O)(c2ccccc2)c2ccccc2)CCCC1,4.2,0.958,2.6,11.3,8.9,0.911,14.9,-7.8,3.5
C[C@H](NC(=O)c1[nH]cnc1C(=O)Nc1ccccc1)c1ccccc1,-37.4,1.37,25.8,21.0,7.8,0.922,17.0,13.4,-26.6
CCc1ccc(N2CC(C(=O)Nc3nnc(CC)s3)CC2=O)cc1 (centres undefined),-11.3,1.11,6.3,-11.3,1.9,0.981,6.8,-1.1,-12.9
CCOC(=O)C(C)c1nn(C)c(=O)c2ccccc12 (centres undefined),1.8,0.982,2.1,1.7,-3.9,1.04,8.5,4.8,-2.8
COCCCNC(=O)CN1C(=O)/C(=C/c2ccccc2C)Sc2ccccc21,-26.5,1.26,8.5,11.8,6.6,0.934,0.6,3.6,-4.1
Cc1occc1C(=O)NNC(=O)c1ccccc1[N+](=O)[O-],1.1,0.989,-13.6,1.1,-5.8,1.06,8.2,-16.7,3.8
CC(C)(C)OC(=O)N1CCCC1C(=O)O (centres undefined),12.1,0.879,5.9,4.4,3.3,0.967,-3.1,-4.9,-2.0
O=C(NCc1ccccc1)C1Nc2ccc(OC(F)(F)F)cc2C2C=CCC12 (centres undefined),0.5,0.995,12.3,-4.9,14.1,0.859,1.0,2.9,9.9
Cc1ccc(OCCCn2c(=O)oc3ccccc32)cc1,-3.4,1.03,14.4,8.5,-2.7,1.03,18.9,10.3,-5.8
CCCCCOc1ccc(/C=c2\sc3nc(=O)c(-c4ccccc4)nn3c2=O)cc1OC,16.5,0.835,8.0,6.1,16.6,0.834,18.4,9.9,-3.1
O=C1OC(c2ccc(F)cc2)=C/C1=C\c1ccc(O)cc1,-1.9,1.02,33.5,14.4,24.7,0.753,2.3,-8.3,-11.2
CC(C)NC(=S)N1CCN(c2ncccn2)CC1,4.4,0.956,-1.4,4.6,3.8,0.962,2.1,-3.4,7.4
COc1cc(/C=C/C(=O)OCC(=O)Nc2c(C)n(C)n(-c3ccccc3)c2=O)ccc1O,-5.7,1.06,-8.7,24.9,5.4,0.946,9.0,-1.3,-7.3
COc1c2occc2c(OC)c2c(=O)cc(C(F)(F)F)oc12,1.2,0.988,33.4,11.6,1.0,0.99,20.9,-1.2,-3.0
COc1cccc(/C=N/NC(=O)C(=O)N2CCCC2)c1OC,-20.2,1.2,23.8,3.0,-18.4,1.18,23.8,13.2,-4.7
CCCCCOc1ccc(N2C(=O)C3C4C=CC(C3C2=O)N(C)C4=O)cc1 (centres undefined),8.6,0.914,-0.1,-13.6,-0.5,1,15.6,4.7,-10.9

# Continuation:
SMILES,hIAP inh,hIAP activ,tim10-1 inh,TIM10 inh,mIAP inh,mIAP act,NLRP3 yeast inh,Apaf-1 inh,ATG4B inh
O=c1[nH]c(/C=C\c2ccc(O)c(Cl)c2)nc(O)c1[N+](=O)[O-],25.7,0.743,23.0,-5.8,2.9,0.971,17.3,9.6,1.5
Cc1ccc2oc(C(F)(F)C(F)F)cc(=O)c2c1,5.6,0.944,5.7,6.4,1.1,0.989,-0.5,-8.6,-2.5
CCOC(=O)c1ccc(CC(=O)c2ccc(O)cc2O)o1,10.3,0.897,23.7,1.3,-2.5,1.02,13.9,10.7,-0.8
CCCOc1ccc(C2C(C(=O)c3ccc(C)o3)=C(O)C(=O)N2Cc2ccco2)cc1 (centres undefined),2.5,0.975,9.2,11.4,9.8,0.902,8.3,22.5,19.2
Cc1ccc(S(=O)(=O)Cc2cc(F)c([N+](=O)[O-])cc2[N+](=O)[O-])cc1,9.7,0.903,29.2,89.0*,9.1,0.909,14.6,7.9,7.2
NNC(=O)c1ccc(-c2cccc([N+](=O)[O-])c2)o1,3.3,0.967,2.7,7.4,0.9,0.991,10.1,-1.8,-2.3
CCOC(=O)Cc1nnc2c(Nc3ccc(C)cc3)nc3nonc3n12,-19.1,1.19,13.4,-9.6,11.9,0.881,5.4,13.8,-5.6
CC1(C)Cc2c(cnn2-c2cccc(F)c2)C(NC(=O)c2cc[n+]([O-])cc2)C1 (centres undefined),-3.0,1.03,3.3,1.5,-2.7,1.03,0.5,11.2,-9.0
Cc1ccccc1NC(=O)c1ccc([N+](=O)[O-])o1,7.0,0.93,51.0*,36.8,1.9,0.981,13.3,1.1,-7.5
O=C(Nc1ccc(Cl)cc1C(=O)N1CCCCC1)c1ccco1,7.5,0.925,6.0,10.0,-0.2,1,13.4,-0.7,-2.1
Cc1csc2ncnc(NNC(=O)c3ccc(Cl)cc3)c12,6.2,0.938,-1.8,2.4,15.3,0.847,26.3,-2.4,7.7
CCc1ccccc1NC(=O)CSC1=C(C#N)C(c2ccc(O)c(OC)c2)C2=C(CCCC2=O)N1 (centres undefined),-1.5,1.01,7.8,12.1,10.5,0.895,12.5,2.3,29.8
Cc1cc(=O)[nH]c(SCC(=O)NC2CCCCC2)n1,0.1,0.999,-12.8,1.1,-3.0,1.03,13.1,1.9,-8.5
CC(=O)NC12CC3CC(C1)CC(C(=O)N(C)CC(=O)Nc1ccccc1Cl)(C3)C2,-14.9,1.15,-7.2,-3.7,0.9,0.991,12.9,-2.9,-1.8
C/C(=N\N=C(/N)SC1CC(=O)N(c2ccc(Br)cc2)C1=O)c1cccs1 (centres undefined),8.5,0.915,16.0,19.7,3.7,0.963,17.8,29.1,32.5
COc1ccccc1NC(=O)COC(=O)c1ccccc1SCC(=O)N1CCCC1,-14.3,1.14,-20.2,-25.8,-1.5,1.01,22.1,7.4,-1.4
COC(=O)CN1C(=O)[C@H]2[C@@H](/C=C/c3ccccc3)N3C(=O)CN(Cc4ccc(-c5ccccc5)cc4)C(=O)[C@@]3(C)[C@H]2C1=O,-18.7,1.19,-3.0,0.2,9.5,0.905,6.4,27.7,-6.8
COCCCn1c(C)cc(C(=O)COC(=O)C23CC4CC(CC(O)(C4)C2)C3)c1C,-10.3,1.1,9.2,-0.2,3.2,0.968,11.7,-7.2,-8.5
Cc1cc(C(=O)NNC(=O)Cc2ccc(Cl)c(Cl)c2)c(C)o1,-18.0,1.18,-28.3,-17.4,8.7,0.913,22.8,1.5,2.3
CCN(CC)CCNC(=O)c1cn(CC)c2ccc(S(=O)(=O)N3CCOCC3)cc2c1=O,-2.3,1.02,-14.6,4.6,3.8,0.962,2.6,0.4,-2.4
Cc1cc(C)c(C)c(S(=O)(=O)N2CCN(CC(=O)NC(=O)NCc3ccccc3)CC2)c1C,-5.6,1.06,5.8,19.3,-9.5,1.09,9.1,15.4,-7.7
c1ccc(-n2cnc3cc(NCc4ccncc4)ccc32)cc1,8.5,0.915,13.1,39.2,-7.5,1.07,21.4,19.8,-9.8
Cc1nccc(-c2ccc3c(c2)OCO3)n1,-8.8,1.09,7.6,4.5,-6.1,1.06,2.7,-9.1,0.0
COc1ccc(NC(=O)Nc2cccnc2)cc1,-10.5,1.1,3.3,-9.7,4.0,0.96,12.1,-11.8,3.2
CC(C)(C)c1ccc(S(=O)(=O)N2CCc3nc4ccccc4c(C(=O)O)c3C2)cc1,-6.1,1.06,12.3,-11.2,-0.5,1,13.4,5.1,-5.3

# (more compounds)
SMILES,hIAP inh,hIAP activ,tim10-1 inh,TIM10 inh,mIAP inh,mIAP act,NLRP3 yeast inh,Apaf-1 inh,ATG4B inh
Cc1ccc(C(=O)NNC(=O)c2ccc(-n3cncn3)c([N+](=O)[O-])c2)cc1,-15.9,1.16,4.3,6.2,9.3,0.907,22.0,1.2,-6.8
COc1cccc(/C=N/n2c(SC)nnc2-c2ccccc2)c1OC,-20.6,1.21,-0.2,8.4,-6.1,1.06,25.2,9.8,-7.2
CCCC(=O)c1c(NC)cc(C)oc1=O,-24.1,1.24,6.9,9.2,0.3,0.997,11.0,12.0,7.2
CCOC(=O)/C(C#N)=C(/C)c1ccc(OC)cc1,-5.6,1.06,17.8,6.4,-3.0,1.03,7.2,-6.2,-5.0
Cc1cccc(NC(=S)N2CCCC(c3nc4ccccc4[nH]3)C2)c1 (centres undefined),6.9,0.931,0.5,4.2,-2.7,1.03,-3.3,3.4,-0.7
COc1cc([N+](=O)[O-])ccc1NC(=O)NNC(=O)c1sccc1C,6.2,0.938,-11.2,-1.4,5.6,0.944,13.0,-60.3,-2.6
O=C(CCN1C(=O)/C(=C/c2cccs2)SC1=S)N1CCCCC1,-6.7,1.07,41.5*,23.6,8.2,0.918,24.5,19.8,5.0
Cc1cc(N2CCN(C)CC2)nc(=S)[nH]1,-5.7,1.06,-1.0,-7.5,-4.7,1.05,8.2,-4.9,1.0
Cn1c(O)c(N=NC(=O)c2ccccc2O)c2ccccc21,3.7,0.963,26.8,0.8,-3.7,1.04,40.2,6.7,-4.4
CCN(CC)c1ccc(CNc2nc3ccccc3n2CCN2CCOCC2)cc1,-1.1,1.01,3.3,3.6,8.8,0.912,9.7,-1.2,6.6

# Single records, from the list above.
# COc1cccc(/C=N/n2c(SC)nnc2-c2ccccc2)c1OC across the screens: hIAP inh: -20.6; hIAP activ: 1.21; tim10-1 inh: -0.2; TIM10 inh: 8.4; mIAP inh: -6.1; mIAP act: 1.06; NLRP3 yeast inh: 25.2; Apaf-1 inh: 9.8; ATG4B inh: -7.2
# Cc1ccc(C(=O)NNC(=O)c2ccc(-n3cncn3)c([N+](=O)[O-])c2)cc1 across the screens: hIAP inh: -15.9; hIAP activ: 1.16; tim10-1 inh: 4.3; TIM10 inh: 6.2; mIAP inh: 9.3; mIAP act: 0.907; NLRP3 yeast inh: 22.0; Apaf-1 inh: 1.2; ATG4B inh: -6.8
# Cc1cccc(NC(=S)N2CCCC(c3nc4ccccc4[nH]3)C2)c1 (centres undefined) across the screens: hIAP inh: 6.9; hIAP activ: 0.931; tim10-1 inh: 0.5; TIM10 inh: 4.2; mIAP inh: -2.7; mIAP act: 1.03; NLRP3 yeast inh: -3.3; Apaf-1 inh: 3.4; ATG4B inh: -0.7
